RAD52 inh – RAD52 DNA annealing inhibitors, primary screen, biochemical, FRET, single point, set 2 | recombinant RAD52 DNA annealing, FRET fluorescence | actives 0.46% (n = 360,000) | inhibition, % at 18.7 µM | DNA repair protein RAD52 homolog (Homo sapiens), P43351;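 active = every replicate showing at least 50% inhibition; inconclusive = mean inhibition at least 50% but not in every replicate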
Target sequence (P43351 whole entry, looked up): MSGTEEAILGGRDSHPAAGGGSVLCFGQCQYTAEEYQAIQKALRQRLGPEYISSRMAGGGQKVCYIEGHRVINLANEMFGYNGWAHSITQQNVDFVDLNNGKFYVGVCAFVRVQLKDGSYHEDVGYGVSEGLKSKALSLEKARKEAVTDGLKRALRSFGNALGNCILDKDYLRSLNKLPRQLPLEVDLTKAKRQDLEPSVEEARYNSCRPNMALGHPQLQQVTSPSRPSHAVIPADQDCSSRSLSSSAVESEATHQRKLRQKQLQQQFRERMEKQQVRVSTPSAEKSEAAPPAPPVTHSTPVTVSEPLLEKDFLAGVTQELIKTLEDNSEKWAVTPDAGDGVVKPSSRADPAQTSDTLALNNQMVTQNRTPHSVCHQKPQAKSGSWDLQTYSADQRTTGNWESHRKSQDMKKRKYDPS
E-selectin induc – E-selectin induction in HUVECs, primary screen, imaging, HUVEC, immunofluorescence imaging, single point; AID 686992, 2013; normalized: neutral wells 0, TNF-alpha wells 100; activation, % at 7.58 µM; P16581; actives 0.37% (n = 260,000);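 active = mean E-selectin-positive cell signal at least 10% of the positive control, reached in at least 60% of replicates, without over 20% cell loss; inconclusive = no rule given, readout overlaps actives, possibly toxicity-flagged; inactive = the rest, including those meeting only one limit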;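 note: in these data hits start at about 27%; measured in HUVEC primary endothelial cells; signal is the percent of cells scored E-selectin positive by PE staining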
Target sequence (P16581 whole entry, looked up): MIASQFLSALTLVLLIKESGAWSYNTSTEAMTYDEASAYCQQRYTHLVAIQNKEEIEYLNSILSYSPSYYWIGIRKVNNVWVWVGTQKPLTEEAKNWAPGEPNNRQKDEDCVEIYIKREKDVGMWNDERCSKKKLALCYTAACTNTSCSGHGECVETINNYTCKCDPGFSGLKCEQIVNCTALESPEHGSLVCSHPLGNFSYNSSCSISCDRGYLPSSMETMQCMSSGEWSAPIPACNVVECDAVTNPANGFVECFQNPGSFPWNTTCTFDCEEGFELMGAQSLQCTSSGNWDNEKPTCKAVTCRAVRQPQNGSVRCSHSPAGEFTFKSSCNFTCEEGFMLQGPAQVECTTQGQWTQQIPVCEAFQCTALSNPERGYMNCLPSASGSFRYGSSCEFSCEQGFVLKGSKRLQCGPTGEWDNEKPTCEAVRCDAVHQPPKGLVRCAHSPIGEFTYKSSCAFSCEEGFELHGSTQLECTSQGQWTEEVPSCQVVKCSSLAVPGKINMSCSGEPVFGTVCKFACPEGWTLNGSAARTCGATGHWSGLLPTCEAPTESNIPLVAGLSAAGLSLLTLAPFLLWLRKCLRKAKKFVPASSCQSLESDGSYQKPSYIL
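Assay system: HUVEC primary endothelial cells. Input: 3,000 HUVEC seeded per well. Doses: one compound dose added by pin transfer. Read-out basis: % PE-positive cells. Benchmarks: TNF-alpha high, DMSO low. Detection: immunofluorescence imaging. Buffer or medium: EGM-2, gelatin.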
miR-122 sensor – miR-122 Renilla sensor signal increase in Huh7, primary screen, miR-122 inhibitor project, cell-based, single point, plate reader. actives 0.3% (n = 340,000). Huh7 miR-122 Renilla luciferase sensor, 48 h; neutral wells = 0, positive control = 100. activation (reporter increase), % at 12.5 µM;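 active = mean replicate activation score at least 90 and every replicate individually at or above 90; inconclusive = only one of the two criteria met; inactive = neither criterion met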;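 note: higher luciferase means less miR-122 activity so hits act as miR-122 inhibitors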
ERAP1 inh – human ERAP1 aminopeptidase inhibitors, primary screen, biochemical, single point, plate reader | Endoplasmic reticulum aminopeptidase 1 (Homo sapiens), Q9NZ08 | recombinant ERAP1, Leu-AMC fluorescence, 60 min | inhibition, % at 10.7 µM | actives 0.15% (n = 340,000) | AID 652197, 2013;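 active = mean replicate inhibition of at least 30%, or all replicates individually reaching that 30% level; inactive = mean below 30% and not every replicate reaching it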;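 note: 0% = neutral control wells and 100% = L-leucinethiol positive control wells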
PGC1a acetyl inh – inhibitors of PGC1a acetylation signal, primary screen, cell-based, U2OS, AlphaScreen, inhibitor mode | AlphaScreen anti-acetyl-lysine; with virally co-expressed GCN5 acetyltransferase | inhibition, % at 15.6 µM | actives 0.17% (n = 350,000) | AID 651687, 2012;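 active = every replicate shows inhibition of at least 40%; inconclusive = mean inhibition at least 40% but some replicate below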;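 note: 0% = neutral control wells and 100% = positive control wells; some results beyond the cut were filed as inactive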
RAD54 inh – inhibitors of human RAD54 branch migration, primary screen, biochemical, fluorescence, single point; RAD54 Holliday junction branch migration, FAM/BHQ fluorescence; inhibition, % at 10.4 µM; actives 0.14% (n = 360,000);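 active = mean normalized replicate activity at least 40 and at least half of replicates scoring 40 or more; inconclusive = only one of the two criteria met; inactive = mean below 40 and under half of replicates reaching 40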;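 note: 0% = median of neutral control wells and 100% = median of positive control wells; inhibitors cause a drop in the FAM fluorescence signal; in these data hits start at about 50%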
Cneo AK release – Cryptococcus neoformans cell lysis inducers, primary screen, AK release luminescence, single concentration; lysis activity, % at 15 µM; AID 651654, 2012; C. neoformans lysis, adenylate kinase release luminescence, 4 h; normalised: neutral wells 0, clomiphene wells 100; actives 0.2% (n = 360,000);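 active = mean lysis activity across replicates of at least 80%, whatever share of replicates individually reach that level; inactive = mean lysis activity below 80%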
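Material – log-phase Cryptococcus neoformans yeast cells · Input – 5 × 10^6 yeast cells/mL · Medium – fresh YPD growth medium · Doses – single compound concentration per well · Timing – static 4 h at 37 °C with compound, 1 h detection · Detection – adenylate kinase release luminescence · Read-out – signal increase indicating cell lysis · Control set – Clomiphene as positive lysis control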
PglD DTNB – C. jejuni PglD acetyltransferase inhibitors, primary screen, biochemical, DTNB colorimetric, single point | UDP-N-acetylbacillosamine N-acetyltransferase PglD (Campylobacter jejuni) | inhibition, % at 12.5 µM | purified PglD enzyme, DTNB colorimetric CoA detection | AID 602405, 2012 | actives 0.098% (n = 360,000); in the data active = inhibition above about 16%, passing the limit was not always enough; inconclusive = no clear call, values can overlap the other calls; note: strong numbers were not always called active
* hit, by the source's call; ? = inconclusive; · = not tested or not shown; & = joins results of further samples; [ ] = remark or other dose.

nr	mol	E-selectin induc	PGC1a acetyl inh	ERAP1 inh	RAD52 inh	RAD54 inh	miR-122 sensor	Cneo AK release	PglD DTNB
1	Cc1ccc(N(C(C)C(=O)O)S(=O)(=O)c2c(C)[nH]c(=O)[nH]c2=O)cc1 (stereo not drawn)	?	2.0	0.6	-11.7	4.6	·	0.4	-2.8
2	COc1ccc2cc(CN(CC3CCCO3)S(=O)(=O)c3ccccc3)c(=O)[nH]c2c1 (stereo not drawn)	·	1.8	·	·	-5.7	14.3	2.8	-3.1
3	COCCNc1ncnc2c1ncn2[C@H]1CN(Cc2ccc(F)cc2)C[C@@H](CO)O1	0.0	·	-0.8	-43.0	-2.7	-12.0	-1.2	-0.8
4	Cc1ccc(C(c2nnnn2CS(=O)(=O)c2ccc(C)cc2)N2CCC(C)CC2)cc1 (stereo not drawn)	·	2.6	·	·	0.7	-4.0	0.9	-2.7
5	CS(=O)(=O)N1CCC(C(=O)O)CC1	·	0.8	-3.5	-6.8	-2.4	-1.7	-1.9	-4.7
6	CC1Cc2ccccc2C(CCc2ccccc2)=N1 (stereo not drawn)	·	·	-2.9	-18.6	-14.0	·	8.2	-1.8
7	COc1cc(C(=O)NNC(=O)COc2cccc(F)c2)ccc1OCC(=O)N1CCOCC1	0.2	·	-0.8	-13.9	4.5	·	-0.7	1.6
8	CCC1CCCCN1C(=O)CCc1nnc(Cc2cc(OC)ccc2OC)o1 (stereo not drawn)	0.0	-1.4	-2.6	-6.6	·	-3.8	·	·
9	COCCC(=O)N1CCC(Oc2ccc(C(=O)N3CCCC(COC)C3)cc2)CC1 (stereo not drawn)	1.2	·	-9.8	-6.6	-20.7	·	0.6	·
10	Cc1noc(C)c1NC(=O)N(C)C[C@H]1Oc2ccc(NC(=O)Cn3cnnn3)cc2C(=O)N([C@@H](C)CO)C[C@H]1C	-9.2	-4.3	-0.1	-56.6	-11.5	0.8[16.7 µM]	0.4	-0.2
11	O=C(C[C@H]1CC[C@@H]2[C@H](COC[C@@H](O)CN2C(=O)Nc2cccc(F)c2)O1)NCc1ccccc1Cl	0.0	-2.1	1.2	12.2	5.3	-3.7[16.7 µM]	-1.6	1.3
12	Cc1cc(C)cc(OCC(=O)NCC2CCCO2)c1 (stereo not drawn)	·	2.2	·	·	-6.4	-5.3	1.9	0.9
13	CCn1nc(C)c(CNC(=O)c2ccc(OC3CCN(Cc4ccccn4)CC3)cc2)c1C	-0.5	12.3	-0.3	-36.4	11.2	-4.4	3.1	5.7
14	Cc1ccc(CSc2nc3ccccc3c(=O)n2CCCC(=O)NCc2ccco2)cc1	·	5.2	·	·	0.2	-26.8	-1.9	3.4
15	CN(CCc1ccccn1)C(=O)CCC1CCCN(C(=O)c2ccccn2)C1 (stereo not drawn)	1.0	·	-1.3	7.5	5.5	4.7	1.5	4.1
16	O=C(CSc1ccc(C(F)(F)F)cc1[N+](=O)[O-])Nc1ccccc1	·	-6.0	-2.2	-6.0	-6.9	6.5	4.0	-2.2
17	O=C(Oc1ccccc1C(=O)Nc1ccccc1)c1ccccc1Br	·	1.0	-3.3	-4.8	5.2	32.8	-16.6	0.8
18	C[C@H](CO)N1C[C@H](C)[C@@H](CN(C)Cc2ccc(Cl)c(Cl)c2)Oc2ccc(NS(=O)(=O)c3cccs3)cc2CC1=O	-3.5	-1.0	1.0	36.5	-0.3	-7.0[16.7 µM]	-1.0	-1.3
19	C[C@@H]1CN([C@@H](C)CO)C(=O)Cc2cc(NC(=O)Nc3ccc(F)cc3)ccc2O[C@H]1CN(C)S(=O)(=O)c1cccs1	0.1	-4.5	2.9	-12.7	10.5	-6.4[16.7 µM]	-0.2	-0.9
20	CCc1ccc(NC(=O)c2cc(C)on2)cc1	·	8.4	2.9	-9.4	14.7	-3.7	-3.9	-2.1
21	O=C(C[C@@H]1C[C@@H]2c3cc(NC(=O)C4CCOCC4)ccc3O[C@@H]2[C@H](CO)O1)NCc1ccc2c(c1)OCO2	1.1	4.7	0.1	3.1	-1.0	0.1[16.7 µM]	-2.8	2.0
22	CCc1cccc(OC2OC(CO)C(O)C(O)C2NC(C)=O)c1 (stereo not drawn)	1.8	·	1.6	-9.0	6.7	·	0.8	-6.8
23	COc1cccc(OCC(O)CN2CC(C)CC(C)C2)c1 (stereo not drawn)	·	0.3	·	·	-7.2	-0.5	12.4	-2.1
24	CCN(CC(=O)Nc1c(F)cccc1F)C(=O)Cc1n[nH]c(=O)c2ccccc12	·	5.5	0.6	-7.4	-9.8	-3.2	-0.5	6.0

Screen by screen, as entered above.
Compounds 9–19 in PglD DTNB read ·, -0.2, 1.3, 0.9, 5.7, 3.4, 4.1, -2.2, 0.8, -1.3, -0.9

Additional results.
nr	mol	E-selectin induc	PGC1a acetyl inh	ERAP1 inh	RAD52 inh	RAD54 inh	miR-122 sensor	Cneo AK release	PglD DTNB
25	O=C(CSc1ccc(F)cc1)NC12CC3CC(CC(C3)C1)C2	·	-2.0	0.9	-6.2	-4.3	41.4	-6.5	-2.1
26	O=C(Cn1ccc2ccccc2c1=O)NCCC(=O)Nc1ccc(F)cc1F	·	-1.6	-1.0	-16.5	-7.7	-6.8	0.6	1.1
27	COC(=O)c1cccc(NC(=O)C(C)N2C(=O)c3ccccc3C2=O)c1 (stereo not drawn)	·	3.5	2.7	-5.3	7.8	·	0.0	3.3
28	COc1ccc(O)c(-c2[nH]ncc2C(=O)c2ccccc2)c1	·	26.9	·	·	0.5	-6.6	-1.2	-2.3
29	O=C(CN1CCOCC1)N[C@H]1CC[C@@H](CCn2cc(C3CC3)nn2)O[C@H]1CO	-0.1	6.3	0.1	10.9	2.9	·	1.7	9.4
30	O=C(C[C@H]1C/C=C\CC[C@@H](Cc2ccc(F)cc2)C(=O)O[C@H](c2ccccc2)CNC1=O)N[C@H](CO)Cc1ccccc1	0.8	·	1.3	-5.1	-9.0	·	3.2	5.2
31	COc1ccccc1CNc1ncc(-c2ccccc2)n1C	0.3	2.0	-1.5	8.3	8.6	-0.4	4.8	2.0
32	CCCCC(=O)N(CCOC)c1nnc(-c2ccccc2C)s1	·	1.3	9.0	-7.5	·	6.5	·	·
33	COc1ccc2[nH]c(C)c(CCNC(=S)Nc3cccc(C)c3)c2c1	-0.1	10.1	5.1	0.8	-4.2	-1.9	2.1	-2.3
34	C[C@H](CO)N1C[C@H](C)[C@@H](CN(C)Cc2ccc(Cl)c(Cl)c2)Oc2c(NS(C)(=O)=O)cccc2C1=O	2.9	-5.4&-8.1	-2.0&3.8	-3.5&5.6	-2.5&-6.0	62.3&74.1[16.7 µM]	2.0&1.4	-1.4&-1.9
35	CS(=O)(=O)N1CCC(C(=O)Nc2ccc(Cl)cc2)CC1	2.2	·	-3.5	2.4	9.1	-4.2	0.1	0.3
36	Cc1ccc(-n2nnc(-c3cc4ccccc4n3C)n2)cc1	-0.1	-4.3	·	-6.2	0.2	5.8	-1.3	1.2
37	CC1=NOC2(C1)/C(=N/O)CCC/C2=N\O (stereo not drawn)	·	4.3	·	·	9.8	3.0	-0.9	12.1
38	O=C(Nc1nnc(C2=COCCO2)o1)c1cccc(C(F)(F)F)c1	-0.4	·	-2.3	-33.8	-8.7	·	7.1	-1.8
39	O=C(/C=C/c1cccs1)NC1CCS(=O)(=O)C1 (stereo not drawn)	·	2.5	3.6	-9.8	·	-7.4	·	·
40	O=C(COC(=O)c1ccccc1Br)Nc1cccnc1Cl	·	·	-1.6	-14.8	6.0	·	-0.2	3.5
41	CCN1CCCC1CNC(=O)c1cc2c(C)nc3ccccc3c2o1 (stereo not drawn)	·	8.1	·	·	27.5	-1.8	1.2	6.9
42	CCC(=O)Nc1nnc(S(=O)(=O)N2CCCCCC2)s1	0.0	0.6	3.7	-7.6	3.6	1.9	2.1	1.5
43	COC(=O)c1cc(C(=O)c2ccc(C(C)(C)C)cc2)c[nH]1	2.5	·	12.5	-2.8	-11.2	-9.9	-7.3	4.5
44	CCOc1ccc(C(=O)NNC(=O)CNC(=O)c2ccc(C)s2)cc1OC	-2.5	·	3.7	-11.1	-0.6	·	-0.1	-7.1
45	O=C(/C=C/c1ccc(Cl)cc1Cl)NC(=S)Nc1ccc(CN2CCOCC2)cc1	·	7.5	-0.7	-7.5	1.1	-1.4	2.7	4.0
46	COc1ccc(NC(=S)NCCN2CCOCC2)c(OC)c1	·	3.4	0.3	-1.0	8.7	4.4	-1.3	4.8
47	O=C(NC[C@H]1[C@@H](c2ccccc2)[C@H](CO)N1CC1CC1)c1cccnc1	0.0	-8.5	0.9	-12.0	-1.0	-21.4[16.7 µM]	-29.2	-2.9
48	Cc1ccccc1CC1(CO)CCCN(C(=O)CCC(=O)c2ccccc2)C1 (stereo not drawn)	0.0	0.5	1.3	-19.2	2.9	0.1	1.5	-1.6
49	C[C@@H]1CCCCO[C@@H](CN(C)C(=O)c2ccccc2)[C@H](C)CN([C@@H](C)CO)C(=O)c2cc(NC(=O)Nc3ccc(C(F)(F)F)cc3)ccc2O1	1.0	18.8	-1.2	-7.3	10.0	-14.7[16.7 µM]	51.5	1.9
50	O=Cc1cn(CC(=O)NCC2CCCO2)c2ccccc12 (stereo not drawn)	·	-0.4	·	·	-2.7	2.9	-1.9	2.3
51	O=C(CCNC(=O)c1ccc(Cl)cc1)Nc1cccc(S(=O)(=O)N2CCCCCC2)c1	-2.3	-9.5	1.4	-2.9	·	6.4	·	·
52	Cc1cccc(NC(=O)c2cc(=O)c3ccccc3o2)n1	·	-6.2	·	·	-10.5	-5.3	7.8	1.8
53	CCOC(=O)c1c(S(=O)(=O)N2CCN(C3CCCCC3)CC2)c(C)n(C)c1C	·	-9.8	-4.6	-9.6	-11.4	5.0	-1.4	2.0

High-throughput results (PubChem BioAssay)
